Bioassay records (PubChem)
H1N1 NS1A inhibition: NS1A inhibition, H1N1 influenza, cell based functional assay (AID 504329); NS1A functional cell-based assay, percent inhibition; higher % means a stronger effect; inhibition, % at 12.5 µM, or IC50 in µM where a hit was titrated; 340,000 tested, 0.3% active; in the data active = a potency from the dose series; inconclusive = inhibition above about 27% without an active follow-up result; also: strong numbers were not always called active
M. tuberculosis: growth inhibition of non-replicating M. tuberculosis (AID 488890); inhibition, % at 25 µM, or IC50 in µM where a hit was titrated; Mycobacterium tuberculosis non-replicating, growth inhibition; higher % means a stronger effect; 320,000 tested, 0.39% active; in the data active = a potency from the dose series; inconclusive = inhibition mostly from about 82% at the one dose, without a potency; inactive = the rest, 99 in 100 with inhibition below about 76%;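 also: plate controls were DMSO cells for no effect and high antibiotic wells for full effect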
Salmonella PhoP GFP: Inhibition of PhoP regulon, Salmonella typhi GFP reporter cells, confirmation, 4 h (AID 1850); Salmonella Typhi PhoP-promoter GFP reporter, fluorescence, 4 h; higher % means a stronger effect; one-dose inhibition, % at 50 µM; IC50 in µM for titrated hits; 310,000 tested, 0.33% active; in the data active = a potency from the dose series; inconclusive = inhibition mostly from about 25% at the one dose, without a potency; inactive = the rest, 99 in 100 with inhibition below about 19%;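 also: 0% = induced wells with vehicle and 100% = uninduced wells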
H37Rv inhibition: M. tuberculosis growth inhibition, HTS (AID 449762); M. tuberculosis H37Rv growth inhibition, 7H9 media; higher % means a stronger effect; inhibition, % at 25 µM, or IC50 in µM where a hit was titrated; 330,000 tested, 0.59% active; in the data active = a potency from the dose series; inconclusive = inhibition above about 70% without an active follow-up result;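 also: bacterial growth assessed after seven days of incubation; strong numbers were not always called active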
VEEV TC-83 Vero: inhibitors of VEEV TC-83 cytopathic effect, confirmation, Vero cells (AID 588727); Vero cells, VEEV TC-83 cytopathic effect inhibition; higher % means a stronger effect; inhibition, % at 20 µM, or IC50 in µM where a hit was titrated; 350,000 tested, 0.13% active; in the data active = a potency from the dose series; inconclusive = inhibition mostly from about 14% at the one dose, without a potency; inactive = the rest, 99 in 100 with inhibition below about 12%; also: strong numbers were not always called active
VEEV TC-83 Vero 10K pilot screen: second read-out of VEEV TC-83 Vero, no call of its own (marks repeat the call); inhibition, %; measured here: 10K pilot screen inhibition
An asterisk follows results filed as active. Hits appear at their usual frequency, and some 1.5% of all compounds hit somewhere here.

`O=C(CSc1ncnc2nc[nH]c12)Nc1nnc(SCc2ccc(Cl)c(Cl)c2)s1` gave H1N1 NS1A inhibition -10%, M. tuberculosis -19%, Salmonella PhoP GFP -6%, H37Rv inhibition 2% and VEEV TC-83 Vero 0.4%.
Screening O=C(c1cccc(OC2CCN(Cc3ccc(F)cc3Cl)CC2)c1)N1CCCC1 returned H1N1 NS1A inhibition -4%, M. tuberculosis 9%, Salmonella PhoP GFP 1%, H37Rv inhibition 18% and VEEV TC-83 Vero 4.9%.
Screening CC(C)NC(=O)NNC(=O)Cn1nnc(-c2cccc(Cl)c2Cl)n1 returned M. tuberculosis -2%, Salmonella PhoP GFP 12%, H37Rv inhibition 4% and VEEV TC-83 Vero 1.0%.
`COc1ccc(-c2cn(-c3ccccc3)nc2CO)cc1` gave H1N1 NS1A inhibition 7%, M. tuberculosis 7%, Salmonella PhoP GFP -2%, H37Rv inhibition 6% and VEEV TC-83 Vero 3.1%.
C=CCOc1cccc(/C=C\c2nc(O)c([N+](=O)[O-])c(=O)[nH]2)c1 was read as H1N1 NS1A inhibition -7%, M. tuberculosis 24%, Salmonella PhoP GFP 11%, H37Rv inhibition 4% and VEEV TC-83 Vero 1.0%.
For Cc1cccc(C(=O)NNC(=O)c2cc3cc4ccccc4nc3s2)c1 the results were H1N1 NS1A inhibition -10%, M. tuberculosis -2%, Salmonella PhoP GFP -1%, H37Rv inhibition 2% and VEEV TC-83 Vero inactive.
CC(=O)Nc1cccc(Oc2cnc3ccccc3n2)c1 was read as H1N1 NS1A inhibition -9%, M. tuberculosis 3%, Salmonella PhoP GFP -3%, H37Rv inhibition 2% and VEEV TC-83 Vero 0.2%.
Cc1ccc(-c2nc3ccccc3nc2NN)cc1 was read as H1N1 NS1A inhibition -5%, M. tuberculosis -2%, Salmonella PhoP GFP -2%, H37Rv inhibition 7% and VEEV TC-83 Vero 6.4%.
For Brc1ccccc1OCCCCCN1CCOCC1 the results were H1N1 NS1A inhibition 10%, M. tuberculosis 5%, Salmonella PhoP GFP 5%, H37Rv inhibition 1% and VEEV TC-83 Vero 2.8%.
COC(=O)C(NNc1ccccc1C)(NC(=O)c1ccc(F)cc1)C(F)(F)F (centres undefined) was read as H1N1 NS1A inhibition -7%, M. tuberculosis 5%, Salmonella PhoP GFP -3%, H37Rv inhibition -8% and VEEV TC-83 Vero inactive.
CCOC(=O)C1=C(C)NC2=C(C(=O)C(C(=O)OCC)C(c3ccco3)C2)C1c1ccccn1 (centres undefined) was read as H1N1 NS1A inhibition -4%, M. tuberculosis -3%, Salmonella PhoP GFP -1%, H37Rv inhibition -4% and VEEV TC-83 Vero 1.9%.
Screening COc1ccc(S(=O)(=O)N2CCN(Cc3cccc([N+](=O)[O-])c3)CC2)cc1 returned H1N1 NS1A inhibition -13%, M. tuberculosis 15%, Salmonella PhoP GFP 8%, H37Rv inhibition -9% and VEEV TC-83 Vero inactive.
For CN1C(=O)CC(N2CCN(c3ccccn3)CC2)C1=O (centres undefined) the results were H1N1 NS1A inhibition -6%, M. tuberculosis 12%, Salmonella PhoP GFP -2%, H37Rv inhibition 8% and VEEV TC-83 Vero inactive.
For CCOC(=O)c1c(NC(=O)COC(=O)CNC(=O)c2ccco2)sc(C(C)=O)c1C the results were H1N1 NS1A inhibition 20%, M. tuberculosis -11%, Salmonella PhoP GFP -4%, H37Rv inhibition -6% and VEEV TC-83 Vero 0.3%.
`Fc1ccccc1/C=N/N1CCN(Cc2ccccc2Cl)CC1` gave H1N1 NS1A inhibition 26%, M. tuberculosis 23%, Salmonella PhoP GFP 0%, H37Rv inhibition 1% and VEEV TC-83 Vero inactive.
`COc1ccc(C(C(=O)NCCC(C)C)N(CCO)C(=O)c2snc(C(N)=O)c2N)cc1OC` (centres undefined) gave H1N1 NS1A inhibition 2%, M. tuberculosis 5%, Salmonella PhoP GFP -4%, H37Rv inhibition 1% and VEEV TC-83 Vero 0.6%.
Screening S=c1[nH]nc(-c2cc(-c3ccccn3)nc3ccccc23)o1 returned H1N1 NS1A inhibition -8%, M. tuberculosis 0%, Salmonella PhoP GFP -18%, H37Rv inhibition 1% and VEEV TC-83 Vero inactive.
COCCn1c(N)c(N(Cc2ccccc2)C(=O)c2ccc(C#N)cc2)c(=O)[nH]c1=O was read as H1N1 NS1A inhibition 9%, M. tuberculosis -2%, Salmonella PhoP GFP -7%, H37Rv inhibition -9% and VEEV TC-83 Vero 0.2%.
For O=C1/C(=C/c2cccnc2)SC(=S)N1CCc1ccccc1 the results were H1N1 NS1A inhibition 16%, M. tuberculosis 64%, Salmonella PhoP GFP 4%, H37Rv inhibition -1% and VEEV TC-83 Vero 4.5%.
Screening C[C@@H]1CN([C@H](C)CO)C(=O)Cc2cc(NS(=O)(=O)c3ccc(Cl)cc3)ccc2O[C@H]1CN(C)Cc1ccc(C(F)(F)F)cc1 returned H1N1 NS1A inhibition 2%, M. tuberculosis 39%, H37Rv inhibition 65% and VEEV TC-83 Vero inactive.
Screening CCOCCCNC(=O)c1c(C)c(C(=O)OCC)n(C)c1C returned H1N1 NS1A inhibition -9%, M. tuberculosis -6%, Salmonella PhoP GFP -1%, H37Rv inhibition -1% and VEEV TC-83 Vero 1.9%.
Screening O=P(Cc1nnco1)(c1ccccc1)c1ccccc1 returned H1N1 NS1A inhibition -3%, M. tuberculosis 3%, Salmonella PhoP GFP -20%, H37Rv inhibition 5% and VEEV TC-83 Vero 2.8%.
Screening C/C=C\C=C/C(=O)Nc1cccc(C2=NOC3(C2)C[C@@H](C(N)=O)N(C(=O)[C@H]2CCC(=O)N2)C3)c1 (some centres undefined) returned H1N1 NS1A inhibition 10%, M. tuberculosis -1%, Salmonella PhoP GFP -2%, H37Rv inhibition -5% and VEEV TC-83 Vero 1.0%.
For Cc1ccccc1Oc1ncnc2oc(-c3ccccc3)cc12 the results were H1N1 NS1A inhibition 9%, M. tuberculosis 9%, Salmonella PhoP GFP 0%, H37Rv inhibition 16% and VEEV TC-83 Vero 4.6%.

Two entries drawn at random from the list so far, as already listed:
For O=C1/C(=C/c2cccnc2)SC(=S)N1CCc1ccccc1 the results were H1N1 NS1A inhibition 16%, M. tuberculosis 64%, Salmonella PhoP GFP 4%, H37Rv inhibition -1% and VEEV TC-83 Vero 4.5%.
Screening C[C@@H]1CN([C@H](C)CO)C(=O)Cc2cc(NS(=O)(=O)c3ccc(Cl)cc3)ccc2O[C@H]1CN(C)Cc1ccc(C(F)(F)F)cc1 returned H1N1 NS1A inhibition 2%, M. tuberculosis 39%, H37Rv inhibition 65% and VEEV TC-83 Vero inactive.

Filtered by structure, the entries above containing a thiophene ring, fused or not (two)
For Cc1cccc(C(=O)NNC(=O)c2cc3cc4ccccc4nc3s2)c1 the results were H1N1 NS1A inhibition -10%, M. tuberculosis -2%, Salmonella PhoP GFP -1%, H37Rv inhibition 2% and VEEV TC-83 Vero inactive.
For CCOC(=O)c1c(NC(=O)COC(=O)CNC(=O)c2ccco2)sc(C(C)=O)c1C the results were H1N1 NS1A inhibition 20%, M. tuberculosis -11%, Salmonella PhoP GFP -4%, H37Rv inhibition -6% and VEEV TC-83 Vero 0.3%.

Next part
Screening COC(=O)C1=C(C)NC(=O)/C1=C\c1cc(C)n(-c2ccccc2)c1C returned H1N1 NS1A inhibition 18%, M. tuberculosis 5%, Salmonella PhoP GFP -8%, H37Rv inhibition 1% and VEEV TC-83 Vero inconclusive.
CCCCCCn1c(=O)c(C(=O)Nc2ncccc2C)c(O)c2ccccc21 was read as H1N1 NS1A inhibition -5%, M. tuberculosis inconclusive, Salmonella PhoP GFP -8%, H37Rv inhibition inconclusive and VEEV TC-83 Vero 3.7%.
For Cc1ccc(N2C(=O)CC(Nc3ccc(Cl)c(S(=O)(=O)N(C)C)c3)C2=O)c(C)c1 (centres undefined) the results were H1N1 NS1A inhibition -2%, M. tuberculosis 15%, Salmonella PhoP GFP -2%, H37Rv inhibition 3% and VEEV TC-83 Vero 4.5%.
`O=C(O)/C=C\C(=O)NC1CCCCC1` gave H1N1 NS1A inhibition 0%, M. tuberculosis -23%, Salmonella PhoP GFP -5%, H37Rv inhibition 1% and VEEV TC-83 Vero inactive.
For CCC(=O)c1ccc(OCC(O)Cn2c(C)nc3ccccc32)cc1 (centres undefined) the results were H1N1 NS1A inhibition -4%, M. tuberculosis 63%, Salmonella PhoP GFP -3%, H37Rv inhibition 4% and VEEV TC-83 Vero inactive.
O=C(Nc1ccc(C(=O)c2ccc(C(=O)O)c(C(=O)O)c2)cc1)c1ccccc1 was read as H1N1 NS1A inhibition -7%, M. tuberculosis -3%, Salmonella PhoP GFP -3%, H37Rv inhibition 7% and VEEV TC-83 Vero 1.1%.
For CCOC(=O)c1sc(NC(=O)CNCc2cccnc2)c(C(=O)OCC)c1C the results were H1N1 NS1A inhibition -3%, M. tuberculosis 58%, Salmonella PhoP GFP -5%, H37Rv inhibition 0% and VEEV TC-83 Vero 1.1%.
`CN1C(=O)/C(=C\c2ccc(-c3ccccc3)o2)SC1=S` gave H1N1 NS1A inhibition -8%, M. tuberculosis 6%, Salmonella PhoP GFP -4%, H37Rv inhibition -2% and VEEV TC-83 Vero 1.7%.
COc1ccc(Cl)cc1S(=O)(=O)N1CCC(C(=O)NCc2ccccn2)CC1 was read as H1N1 NS1A inhibition 1%, M. tuberculosis -14%, Salmonella PhoP GFP 4%, H37Rv inhibition -4% and VEEV TC-83 Vero 0.6%.
Screening CCc1cc2cc(C)ccc2nc1SCC(=O)NC1CCCC1 returned H1N1 NS1A inhibition 8%, M. tuberculosis 25%, Salmonella PhoP GFP 0%, H37Rv inhibition 10% and VEEV TC-83 Vero inactive.
CCC(=O)Nc1cc(C(C)(C)C)ccc1C(C)=O was read as H1N1 NS1A inhibition -7%, M. tuberculosis -6%, Salmonella PhoP GFP -9%, H37Rv inhibition 2% and VEEV TC-83 Vero 0.9%.
For CC1Cc2ccccc2N1CC(=O)Nc1ccc2c(c1)OCCCO2 (centres undefined) the results were H1N1 NS1A inhibition 5%, M. tuberculosis 4%, H37Rv inhibition 0% and VEEV TC-83 Vero 1.7%.
`Cc1ccc(-c2nc(CS(=O)CC(=O)NCCN3CCCCC3C)c(C)o2)cc1` (centres undefined) gave H1N1 NS1A inhibition 9%, M. tuberculosis 10%, Salmonella PhoP GFP 6%, H37Rv inhibition -3% and VEEV TC-83 Vero 2.3%.
Screening CC(C)COc1cccc(C(=O)NC2(C)CCS(=O)(=O)C2)c1 (centres undefined) returned H1N1 NS1A inhibition 0%, M. tuberculosis -9%, Salmonella PhoP GFP -2%, H37Rv inhibition -16% and VEEV TC-83 Vero 0.6%.
For CCCCN(CC)C(=O)CSc1nc2n[nH]c(C)c2c(=N)n1-c1cccc(C)c1 the results were H1N1 NS1A inhibition 1%, M. tuberculosis 33%, Salmonella PhoP GFP -8%, H37Rv inhibition -7% and VEEV TC-83 Vero 4.9%.
CCCNCc1cc(Cl)c(OCC)c(Cl)c1 was read as H1N1 NS1A inhibition 20%, M. tuberculosis 0%, Salmonella PhoP GFP -6%, H37Rv inhibition -5% and VEEV TC-83 Vero 3.1%.
For Cc1cc(Cl)cc2c(N=Nc3ccccc3C(=O)O)c(O)[nH]c12 the results were H1N1 NS1A inhibition -3%, M. tuberculosis 16%, Salmonella PhoP GFP -1%, H37Rv inhibition 5% and VEEV TC-83 Vero 0.6%.
CC(C)N1CCC(=NNC(=O)c2ccccc2[N+](=O)[O-])CC1 was read as H1N1 NS1A inhibition -6%, M. tuberculosis -2%, Salmonella PhoP GFP -1%, H37Rv inhibition 8% and VEEV TC-83 Vero 1.2%.
`O=C1N[C@@H](c2ccccc2)COC(=O)[C@H](Cc2ccc(F)cc2)CC/C=C/C[C@@H]1CC(=O)N(CCO)Cc1ccccc1` gave H1N1 NS1A inhibition 2%, M. tuberculosis 63%, H37Rv inhibition 7%, VEEV TC-83 Vero 2.8% and VEEV TC-83 Vero 10K pilot screen 1.9.
CCOc1ccccc1-c1noc(CCC(=O)Nc2cccnc2)n1 was read as H1N1 NS1A inhibition 2%, M. tuberculosis 3%, Salmonella PhoP GFP 2%, H37Rv inhibition -7% and VEEV TC-83 Vero inactive.
CN(CC(=O)Nc1ccc(Cl)cc1)Cc1cc(=O)n2ccsc2n1 was read as H1N1 NS1A inhibition -1%, M. tuberculosis -17%, Salmonella PhoP GFP -10%, H37Rv inhibition 0% and VEEV TC-83 Vero 0.7%.
CC(C)(C)C(=O)Nc1cc(S(=O)(=O)Nc2ccc(Cl)cc2)ccc1Cl was read as H1N1 NS1A inhibition 7%, M. tuberculosis 13%, Salmonella PhoP GFP 1%, H37Rv inhibition 9% and VEEV TC-83 Vero 0.5%.
